# Bioassay records: PubChem, several laboratories
# LMPTP inh = LMPTP (human) inhibition; recombinant LMPTP-A, OMFP fluorogenic substrate, fluorescence intensity; inhibition, % at 20 µM; AID 651560; 360,000 tested, 0.22% active; P24666;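 active = compounds that cut the enzyme signal by at least half of the control window in the single-dose screen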;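 also: plate controls were DMSO wells with enzyme plus substrate for no effect and substrate without enzyme for full effect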
#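 Test system – LMPTP-A phosphatase enzyme · Quantity – 0.625 nM LMPTP-A final · Reagent – OMFP substrate, 400 µM final · Dosing – one test concentration per compound, 20 µM, with 3% DMSO overall · Timing – 50 min enzyme reaction at room temperature, protected from light · Detection – fluorescence intensity · Controls – substrate-only low control, DMSO enzyme-plus-substrate high control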
# Scp1 inh = blocks human Scp-1 phosphatase activity; Recombinant Scp1, phosphopeptide, malachite green phosphate absorbance; inhibition, % at 20 µM; 340,000 tested, 0.88% active; AID 493091;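 active = inhibition above about 50% at 20 µM, limit read from the data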;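 also: plate controls were DMSO wells with enzyme for no effect and wells lacking enzyme for full effect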
#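 Test system: SCP-1 phosphatase catalytic domain, residues 76-261; measured by: colorimetric phosphate reagent with accelerator and stabiliser, absorbance at 630 nm; timing: enzyme reaction 45 min at room temperature, colour 5 min, stabilisation 30 min; also added: Phosphorylated 17-residue peptide substrate; compound dosing: one concentration, 20 µM, with 1.0% DMSO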
# STEP inh = STEP (human) phosphatase inhibition; recombinant STEP, OMFP fluorogenic substrate, fluorescence; 360,000 tested, 0.25% active; inhibition, % at 20 µM;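 active = inhibition at 20 µM, scaled per plate between control wells, above about 37%, limit read from the data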;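 also: 0% = DMSO with enzyme and substrate and 100% = substrate only without enzyme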
#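 medium = Bis-Tris buffer pH 6.0, 2.5 mM DTT, 0.005% Tween 20 | test system = STEP (striatal-enriched tyrosine phosphatase) enzyme, cell-free | measure = normalized % inhibition | compound dosing = 20 µM, 1% DMSO | also added = 25 µM OMFP | schedule = reaction 20 min, ambient temperature | measured by = fluorescence read at 480 nm ex / 540 nm em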
# NadD inh = blocks S. aureus nicotinate mononucleotide adenylyltransferase | 360,000 tested, 0.78% active | purified NadD enzyme, colorimetric absorbance read-out | AID 602399 | inhibition, % at 20 µM; in the data active = inhibition above about 26%; also: some compounds past the cut are filed as inactive
# Rin1-Abl PPI inh = human Rin1-Abl interaction inhibition | P00519+Q13671 | TR-FRET Rin1/Abl binding, biochemical | inhibition, % at 7.35 µM | 360,000 tested, 0.4% active; in the data active = inhibition above about 5%, passing the limit was not always enough
# Rpn11 block = inhibitors of human proteasome Rpn11 | 360,000 tested, 0.59% active | O00487 | calls only at 20 µM | human 26S proteasome, Ub4-pepOG fluorescence polarization; 20S core pre-blocked with epoxomicin;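 active = inhibition at 20 µM, scaled to each plate's controls, above about 33%, limit read from the data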
# Target sequence (O00487 whole entry, looked up): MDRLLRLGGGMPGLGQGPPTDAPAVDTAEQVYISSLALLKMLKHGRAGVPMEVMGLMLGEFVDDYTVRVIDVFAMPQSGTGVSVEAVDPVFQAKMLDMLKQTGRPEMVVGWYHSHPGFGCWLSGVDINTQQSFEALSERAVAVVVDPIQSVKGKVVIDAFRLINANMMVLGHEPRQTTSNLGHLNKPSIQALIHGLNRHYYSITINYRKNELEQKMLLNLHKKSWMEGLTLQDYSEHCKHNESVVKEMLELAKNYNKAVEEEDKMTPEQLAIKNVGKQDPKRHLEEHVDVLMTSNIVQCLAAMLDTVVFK
# CSN inh = blocks human CSN-mediated cullin deneddylation. Q92905. Purified CSN, SCF-Nedd8-OG deneddylation, fluorescence polarization. inhibition, % at 12.5 µM. 360,000 tested, 0.38% active. AID 651999;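 active = pattern-corrected inhibition above about 35%, with an unprinted fluorescence ratio check between 0.5 and 1.5, limit read from the data, passing the limit was not always enough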;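 also: 0% = enzyme with substrate and 100% = substrate without enzyme; some results filed as inactive read as strong as hits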
#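 Detection – fluorescence polarization · System – HEK293T-derived human Csn5 enzyme · Controls – substrate-only high control, full reaction low control · Timing – 90 min, room temperature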
# SUMO1 PPI mod = modulators of human SUMO1-mediated protein-protein interactions; P63165; SUMO1 binding to a labelled peptide, TR-FRET, 1 h; inhibition, % at 20 µM; 360,000 tested, 0.33% active; in the data active = inhibition above about 37%
# DNMT1 inh = DNMT1 (human) enzyme inhibition | P26358 | inhibition (reported as % activation of signal), % at 10 µM | 360,000 tested, 0.83% active | DNMT1 molecular beacon, Hinp1I cleavage, fluorescence; in the data active = inhibition above about 50%
# Neddylation inh = cullin neddylation inhibition | 360,000 tested, 0.58% active | TR-FRET cullin neddylation, biochemical | calls only at 25 µM; in the data active = inhibition above about 36%
# Target sequence (P61081 whole entry, looked up): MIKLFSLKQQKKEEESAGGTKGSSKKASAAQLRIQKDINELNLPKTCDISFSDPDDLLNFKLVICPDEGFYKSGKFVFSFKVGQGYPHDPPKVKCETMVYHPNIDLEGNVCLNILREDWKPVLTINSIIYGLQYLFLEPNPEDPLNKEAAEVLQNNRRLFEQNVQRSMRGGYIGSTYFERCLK
# Target sequence (Q13564 whole entry, looked up): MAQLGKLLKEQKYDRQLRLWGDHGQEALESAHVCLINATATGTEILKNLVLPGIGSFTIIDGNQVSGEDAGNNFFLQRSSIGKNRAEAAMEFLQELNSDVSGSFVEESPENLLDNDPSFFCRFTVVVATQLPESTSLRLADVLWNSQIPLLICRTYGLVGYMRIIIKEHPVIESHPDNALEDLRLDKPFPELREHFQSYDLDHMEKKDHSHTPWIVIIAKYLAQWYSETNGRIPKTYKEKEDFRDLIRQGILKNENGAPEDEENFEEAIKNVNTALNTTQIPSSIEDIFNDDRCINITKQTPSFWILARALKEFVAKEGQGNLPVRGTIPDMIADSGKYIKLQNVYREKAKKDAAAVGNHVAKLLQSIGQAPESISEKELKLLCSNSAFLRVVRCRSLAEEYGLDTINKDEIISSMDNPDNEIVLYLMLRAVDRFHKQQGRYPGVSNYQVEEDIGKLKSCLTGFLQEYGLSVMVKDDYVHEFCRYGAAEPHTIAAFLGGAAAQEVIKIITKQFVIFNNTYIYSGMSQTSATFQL
# * hit, by the source's call; i = inactive; . = not tested or not shown. Compounds were not picked by outcome (roughly 3.8% active in at least one column).
Structure | LMPTP inh | Scp1 inh | STEP inh | NadD inh | Rin1-Abl PPI inh | Rpn11 block | CSN inh | SUMO1 PPI mod | DNMT1 inh | Neddylation inh
CCCn1ccc(O)c(Cc2ccc(Cl)cc2)c1=O | -0.4 | 8.3 | -4.4 | 3.2 | -1.9 | i | 9.0 | -1.2 | -0.9 | i
O=C(Nc1nc(-c2ccccn2)cs1)C1CC1 | -0.1 | 0.3 | 0.7 | -1.0 | -0.5 | i | 1.9 | 1.1 | 3.4 | i
CNC(=O)CC(CC(=O)c1ccccc1)c1ccccc1 (stereo not drawn) | -1.8 | -5.8 | 0.2 | -0.2 | 5.2 | i | 0.1 | 0.9 | 5.8 | i
COc1ccc(C(=O)C2CCN(C(=O)c3ccc(C)cc3)CC2)cc1 | 0.3 | -6.0 | -3.4 | -3.9 | -1.0 | i | 3.2 | -0.4 | -0.8 | i
C[C@@H]1CN([C@H](C)CO)C(=O)CCCn2nncc2CO[C@H]1CN(C)C(=O)C1CCCCC1 | -0.9 | . | -0.8 | 8.1 | 1.6 | i | -4.5 | 1.2 | 0.7 | i
O=C(C1CCC1)N1CCN(S(=O)(=O)c2cc(F)ccc2F)CC1 | 0.1 | 1.0 | 0.4 | -1.0 | -0.3 | i | 0.6 | 12.5 | 3.8 | i
CCOC(=O)C1=C(C)N=c2s/c(=C\c3cc(OC)c(OC)c(OC)c3)c(=O)n2C1/C=C/c1ccccc1 (stereo not drawn) | -0.1 | 2.5 | 2.5 | 17.1 | -7.4 | i | 10.0 | 0.1 | -16.8 | i
Cc1cc(=O)oc(C)c1C(=O)OCC(=O)c1ccccc1 | -1.0 | -13.1 | -2.8 | -2.0 | -3.6 | i | 0.6 | -0.2 | -4.9 | i
CC(C)Cc1nnc(NC(=O)CCc2ccccc2)s1 | -2.1 | -4.7 | 5.1 | -8.5 | 0.8 | i | -0.8 | 5.4 | 0.8 | i
COc1ccccc1NC(=O)CCNC(=O)c1ccc(C)cc1 | -0.5 | -3.7 | -2.7 | 1.5 | -1.8 | i | 3.2 | 3.6 | -4.1 | i
CC1(C)CC(=O)C=C(NC2CCCCCCC2)C1 | 0.0 | 1.4 | 0.3 | -3.1 | 0.9 | i | 2.7 | -2.2 | 3.3 | i
CCOc1ccc(OCC(=O)Nc2nccs2)cc1 | 1.1 | -6.4 | -1.9 | 4.6 | -2.4 | i | -1.2 | -1.8 | -5.1 | i
Cc1ccc[n+](-c2nc([O-])sc2/C=N/Nc2ccc([N+](=O)[O-])cc2)c1 | 8.5 | -3.6 | 6.4 | -0.7 | -1.6 | i | -4.2 | -41.2 | -12.7 | i
Cc1cc(CNC(=O)CC2C(=O)NCCN2Cc2ccc(-c3ccccc3)cc2)nn1C (stereo not drawn) | 1.7 | 1.9 | 0.0 | 0.0 | -2.7 | i | 0.5 | 3.3 | 17.2 | i
COC(CCN(C)C)(c1ccccc1)c1ccccc1 | -2.0 | 0.4 | 2.9 | -3.1 | -0.1 | i | 4.4 | -1.7 | 4.0 | i
O=C(O)c1ccc(C=NN=Cc2ccco2)cc1 | 0.6 | 12.1 | -0.2 | 3.7 | 2.4 | i | -3.7 | -6.1 | 10.1 | i
CCn1c(SCC(=O)Nc2ccccc2C)nc2nc3c(cc2c1=O)COC(C)(C)C3 | -2.3 | -26.6 | -0.8 | -4.1 | 1.1 | i | -2.5 | -0.7 | -1.1 | i
Cc1cccc(NC2=CC(=O)CC(C)(C)C2)c1C | 0.6 | -7.0 | -4.2 | -4.8 | 1.9 | i | -5.2 | 1.2 | 3.2 | i
CC(NC(=O)c1ccc(Br)o1)C1CC2CCC1C2 (stereo not drawn) | 0.9 | 4.0 | -0.1 | -1.9 | -2.6 | i | -5.4 | 3.9 | 2.0 | i
COc1ccc(/C=N/NS(=O)(=O)c2ccc(C)cc2)cc1OC(=O)c1ccc(C)cc1 | 2.3 | -18.2 | -1.1 | 26.1 | 2.5 | i | -2.2 | -2.8 | -12.1 | i

# Record cards, as listed above.
# Listed for Cc1cccc(NC2=CC(=O)CC(C)(C)C2)c1C → LMPTP inh: 0.6; Scp1 inh: -7.0; STEP inh: -4.2; NadD inh: -4.8; Rin1-Abl PPI inh: 1.9; Rpn11 block: i; CSN inh: -5.2; SUMO1 PPI mod: 1.2; DNMT1 inh: 3.2; Neddylation inh: i
# Listed for C[C@@H]1CN([C@H](C)CO)C(=O)CCCn2nncc2CO[C@H]1CN(C)C(=O)C1CCCCC1 → LMPTP inh: -0.9; Scp1 inh: .; STEP inh: -0.8; NadD inh: 8.1; Rin1-Abl PPI inh: 1.6; Rpn11 block: i; CSN inh: -4.5; SUMO1 PPI mod: 1.2; DNMT1 inh: 0.7; Neddylation inh: i

# The list goes on.
Structure | LMPTP inh | Scp1 inh | STEP inh | NadD inh | Rin1-Abl PPI inh | Rpn11 block | CSN inh | SUMO1 PPI mod | DNMT1 inh | Neddylation inh
COc1ccccc1OCCNC(=O)CN1C(=O)NC2(CCCCC2)C1=O | -1.0 | -7.2 | -2.0 | -2.6 | 2.7 | i | -2.6 | -1.7 | 4.2 | i
Cc1ccc2[nH]c3c(NCc4ccco4)ncnc3c2c1 | 1.9 | -7.7 | -1.5 | 5.2 | -3.3 | i | 1.2 | 1.5 | -0.1 | .
O=C(Nc1ccc2c(c1)OCCO2)C(C1CC1)N1CCC(Cc2ccccc2)CC1 (stereo not drawn) | -0.3 | . | -2.5 | -4.2 | -0.7 | i | 1.1 | 0.7 | -2.2 | i
CS(=O)(=O)N1CCc2cc(C(=O)Nc3ccc(Br)cc3)ccc21 | 1.3 | -11.0 | -2.2 | -0.6 | 0.2 | i | -2.1 | 7.6 | -3.5 | i
COC(=O)C(C(=O)OC)[C@@H]1C=C[C@H](C[N+](=O)[O-])N(C(C)=O)C1 | -1.7 | 3.9 | -1.0 | -5.0 | -2.0 | i | -2.7 | 1.4 | 1.0 | i
CC1CN(CCC(=O)Nc2ccccc2F)CC(C)O1 (stereo not drawn) | -2.0 | 0.8 | -0.4 | 9.2 | 1.7 | i | -3.6 | -4.3 | -1.6 | i
CC(C)c1nnc(NC(=O)c2nc(S(=O)(=O)Cc3ccccc3)ncc2Cl)s1 | 0.0 | -7.9 | 0.7 | 0.7 | -0.9 | i | -5.4 | -6.7 | 3.6 | i
O=C(CC(c1cccs1)S(=O)(=O)c1ccccc1)c1ccc(F)cc1 (stereo not drawn) | 0.0 | -4.6 | 1.3 | 0.2 | -1.8 | i | 4.1 | -2.2 | -2.2 | i
CC1CCCN(S(=O)(=O)c2cccc([N+](=O)[O-])c2)C1 (stereo not drawn) | -0.4 | 3.6 | 2.1 | -2.4 | -4.3 | i | -4.2 | -23.6 | 0.0 | i
CSC1=N/C(=C\c2ccc(Br)o2)C(=O)S1 | 23.6 | 83.7* | 23.2 | 9.4 | 1.2 | i | 42.9* | 14.5 | 100.5* | i
CCn1cc2nc(SCC(=O)Nc3ccc(F)cc3F)n(Cc3ccccc3)c(=O)c2n1 | 4.9 | -11.0 | 2.3 | -3.7 | 4.4 | i | 4.4 | 7.9 | -0.1 | i
CCOc1cc(C=O)ccc1OCCn1c([N+](=O)[O-])cnc1C | 0.6 | 1.8 | -1.0 | 7.6 | -0.3 | i | -4.5 | -22.1 | -0.2 | i
Cc1cc(NCCCN(C)C)n2c(nc3ccccc32)c1C#N | -0.4 | -5.9 | 1.4 | 0.2 | -3.5 | i | 4.5 | -4.4 | 24.2 | .
O=C(COc1ccc(-c2ccccc2)cc1)N/N=C/c1cccnc1 | 1.2 | -11.0 | 1.1 | -1.1 | 1.3 | i | -2.1 | -0.6 | -0.5 | i
O=C(c1ccc(CSc2ccc(Cl)cc2)cc1)N1CCOCC1 | -1.1 | -2.8 | 3.2 | -6.2 | -0.8 | i | 1.6 | 0.6 | 0.6 | i
Cc1ccc(NC(=O)CSc2nc3[nH]ncc3c(=O)[nH]2)c(C)c1 | -0.2 | -2.7 | 0.6 | 2.5 | 1.3 | i | 1.2 | 12.4 | 2.4 | i
CCCCOC(=O)c1ccccc1N1C(=O)C2C3CCC(C3)C2C1=O (stereo not drawn) | -1.4 | -5.5 | 6.4 | -2.3 | -0.5 | i | -5.8 | -0.7 | 4.2 | i
CCCCNS(=O)(=O)c1cccc(NC(=O)[C@@H]2O[C@H](CO)[C@H](O)[C@H](O)[C@H]2O)c1 | -1.0 | . | 0.1 | -0.7 | 4.9 | i | -0.2 | 0.8 | 3.1 | i
CC1CCCCN1C(=O)CCc1nnc(Cc2c[nH]c3ccccc23)o1 (stereo not drawn) | -1.5 | -29.6 | 0.2 | -1.6 | 1.6 | i | 0.6 | -1.0 | 2.8 | i
Cc1cc(C)nc(SCCN2CCCCC2)n1 | -1.8 | -7.8 | 0.5 | -3.0 | 0.0 | i | -1.4 | 1.6 | 0.8 | i

# Filtered by structure: the compounds so far containing two or more sulfur atoms
Structure | LMPTP inh | Scp1 inh | STEP inh | NadD inh | Rin1-Abl PPI inh | Rpn11 block | CSN inh | SUMO1 PPI mod | DNMT1 inh | Neddylation inh
CC(C)c1nnc(NC(=O)c2nc(S(=O)(=O)Cc3ccccc3)ncc2Cl)s1 | 0.0 | -7.9 | 0.7 | 0.7 | -0.9 | i | -5.4 | -6.7 | 3.6 | i
O=C(CC(c1cccs1)S(=O)(=O)c1ccccc1)c1ccc(F)cc1 (stereo not drawn) | 0.0 | -4.6 | 1.3 | 0.2 | -1.8 | i | 4.1 | -2.2 | -2.2 | i
CSC1=N/C(=C\c2ccc(Br)o2)C(=O)S1 | 23.6 | 83.7* | 23.2 | 9.4 | 1.2 | i | 42.9* | 14.5 | 100.5* | i

# Results in SUMO1 PPI mod, LMPTP inh and CSN inh (three entries from above):
structure | SUMO1 PPI mod | LMPTP inh | CSN inh
CCOc1ccc(OCC(=O)Nc2nccs2)cc1 | -1.8 | 1.1 | -1.2
Cc1ccc[n+](-c2nc([O-])sc2/C=N/Nc2ccc([N+](=O)[O-])cc2)c1 | -41.2 | 8.5 | -4.2
Cc1cc(CNC(=O)CC2C(=O)NCCN2Cc2ccc(-c3ccccc3)cc2)nn1C (stereo not drawn) | 3.3 | 1.7 | 0.5

# Next section.
Structure | LMPTP inh | Scp1 inh | STEP inh | NadD inh | Rin1-Abl PPI inh | Rpn11 block | CSN inh | SUMO1 PPI mod | DNMT1 inh | Neddylation inh
OCCN1CCN(C(=S)c2ccc(Cl)c(Cl)c2)CC1 | 0.1 | -6.0 | 90.4* | -1.2 | 0.3 | i | 0.0 | 2.7 | -2.1 | i
O=C(C1CCC1)N1CCc2cc(S(=O)(=O)NC3CCCc4ccccc43)ccc21 (stereo not drawn) | 1.8 | -10.2 | -1.0 | 0.3 | 0.5 | i | -1.1 | -0.6 | -7.0 | i
Nc1nc(Nc2ccccc2F)nc(N2CCCC2)c1[N+](=O)[O-] | 1.5 | -5.7 | -4.8 | -6.7 | -1.5 | i | 1.3 | -7.0 | -1.8 | i
CCC(C(=O)Nc1ccncc1)c1ccccc1 (stereo not drawn) | -1.7 | -8.3 | -2.2 | -3.4 | 1.6 | i | 2.0 | 1.3 | -1.4 | i
